Compound activity as filed in PubChem BioAssay.
H69AR growth 86K = proliferation blockers of H69AR lung cancer cells, primary screen, cell-based, human, 86K library. H69AR lung tumor viability, ATP luminescence, 72 h; hits give low values. viability, % at 10 µM. actives 6% (n = 85,000). AID 598, 2007;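 active means viability at or below 40%; inactive means viability above 40%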;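 further: multidrug resistant small cell line overexpressing MRP-1 efflux transporter; 100% = mean luminescence of untreated control wells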
F-actin modifier = modifiers of F-actin cytoskeleton organization, primary screen, imaging, HUVEC, phalloidin staining, high-content imaging; inhibition, % at 2 µM; actives 0.18% (n = 91,000); AID 836, 2007; HUVEC TNFa F-actin phalloidin imaging;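 active means inhibition above the batch mean plus 3 SD and confirmed as a hit by visual image inspection, cut at about 30% in these data, passing the limit was not always enough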; further: strong numbers were not always called active
PTK2B oligo ant = antagonists of Pyk2 self-association, primary screen, Q293 cells, FERM NanoBiT luminescence, HTS. z-score (the deposit names both 25 µM and 10 µM). hits give low values. actives 0.83% (n = 99,000). AID 1347419, 2020;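 active means Z-score of -3 or lower, scaled per plate to the spread of control and sample wells; inactive means z-score above -3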;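 further: negative z-score means lost luminescence so less FERM oligomerization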
Target sequence (Q14289 whole entry, looked up): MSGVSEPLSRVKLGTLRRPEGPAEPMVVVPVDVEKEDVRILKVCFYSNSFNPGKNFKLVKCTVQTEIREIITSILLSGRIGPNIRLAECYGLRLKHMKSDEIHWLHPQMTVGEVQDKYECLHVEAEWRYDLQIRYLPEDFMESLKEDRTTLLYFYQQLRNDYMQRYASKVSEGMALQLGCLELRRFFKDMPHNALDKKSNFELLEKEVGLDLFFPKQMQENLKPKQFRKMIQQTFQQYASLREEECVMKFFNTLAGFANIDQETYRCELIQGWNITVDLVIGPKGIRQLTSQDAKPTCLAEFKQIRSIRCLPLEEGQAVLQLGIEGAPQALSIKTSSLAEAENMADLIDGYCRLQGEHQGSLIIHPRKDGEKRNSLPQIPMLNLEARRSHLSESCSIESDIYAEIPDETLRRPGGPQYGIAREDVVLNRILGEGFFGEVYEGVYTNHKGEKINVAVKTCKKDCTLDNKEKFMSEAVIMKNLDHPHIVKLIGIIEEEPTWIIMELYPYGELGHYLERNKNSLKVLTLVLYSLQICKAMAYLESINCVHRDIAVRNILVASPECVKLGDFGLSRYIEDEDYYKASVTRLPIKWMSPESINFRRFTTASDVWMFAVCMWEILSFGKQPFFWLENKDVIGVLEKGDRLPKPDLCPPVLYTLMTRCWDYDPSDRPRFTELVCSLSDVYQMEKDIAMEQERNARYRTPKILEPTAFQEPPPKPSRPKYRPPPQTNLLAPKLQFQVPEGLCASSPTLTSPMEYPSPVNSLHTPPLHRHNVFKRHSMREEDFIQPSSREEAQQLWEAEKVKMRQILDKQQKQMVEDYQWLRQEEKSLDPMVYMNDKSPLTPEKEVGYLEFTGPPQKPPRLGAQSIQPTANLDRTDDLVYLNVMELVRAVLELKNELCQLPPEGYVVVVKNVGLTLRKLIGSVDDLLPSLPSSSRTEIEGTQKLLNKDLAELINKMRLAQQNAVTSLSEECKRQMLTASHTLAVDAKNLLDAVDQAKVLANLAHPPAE
HUVEC tox IL1B = cytotoxicity in IL-1B stimulated HUVEC, primary screen, cytotoxicity control for IL-1B NFkB translocation project, imaging, Hoechst nuclear count, IL-1B stimulus; HUVEC cell count loss; cell count reduction, % at 2 µM; actives 0.41% (n = 94,000); AID 845, 2007;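 active means cell count reduction more than 3 SD above the screen-wide mean, cut at about 70% in these data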;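 further: normalized per plate to untreated control cells as the no-loss baseline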
HUVEC tox TNFa = cytotoxicity in TNFa-stimulated HUVEC, primary screen, cytotoxicity control for VCAM1 expression modulator project, imaging, Hoechst nuclei count; HUVEC TNFalpha-stimulated, Hoechst cell count; cell count reduction, % at 2 µM; actives 0.17% (n = 93,000); AID 848, 2007;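 active means cell count reduction exceeding the screen mean by over 5 SD, scaled to untreated wells per plate, cut at about 78% in these data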;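 further: cells counted after 24 h of TNF alpha exposure following the 1 h pretreatment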
VCAM1 TNFa inh = inhibitors of TNFa-induced VCAM1 expression, primary screen, imaging, HUVEC, TNFa stimulus, immunofluorescence. actives 0.48% (n = 95,000). HUVEC TNFa-induced VCAM-1 immunofluorescence, high-content imaging. inhibition, % at 2 µM;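 active means inhibition above the batch mean plus 3 SD, with images confirmed as a hit by eye, cut at about 37% in these data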;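 further: 0% = TNF-stimulated DMSO wells and 100% = unstimulated control wells; not every result past the cut was called active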
HUVEC prolif 384 = inhibitors of HUVEC proliferation, primary screen, cell-based, 384-well. CellTiter-Glo luminescence, 72 h; hits give low values. viability, % at 10 µM (by protocol). actives 1.1% (n = 86,000);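 active means viability at or below 30%; inactive means viability above 30%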;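 further: 100% = median luminescence of DMSO-only cell control wells on each plate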
Lung fibro prol = antiproliferative effect on LL 47 fibroblasts – human, LL 47 cells, CellTiter-Glo luminescence, primary screen; viability, % at 10 µM; actives 1.1% (n = 85,000); AID 719, 2007; LL 47 human lung fibroblast viability, ATP luminescence; hits give low values;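 active means viability at or below 50% in the single dose screen; inactive means viability above 50%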;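 further: compound exposure lasted 72 h before the ATP readout; 100% = median luminescence of untreated cell-only wells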
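test system = LL 47 human lung fibroblasts | amount = 1,150 fibroblasts seeded per well | medium = 15% FBS in IMEM | times = overnight cell rest, 72 h compound treatment at 37 °C | measured by = CellTiter-Glo luminescence measuring cellular ATP | read-out = viability percentage against median untreated-cell control | benchmarks = cell-only wells, no compound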
Smad3 inh = Smad3/FoxH1 peptide binding inhibitors, primary screen, biochemical, TR-FRET; TR-FRET Smad3/Dy647-FoxH1 peptide binding, europium anti-His; inhibition, % at 25 µM; actives 0.29% (n = 88,000); AID 630, 2007;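 active means compounds that reduce the energy-transfer binding signal between the protein and its labelled peptide by more than half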;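 further: 0% = Smad3 plus labelled peptide maximal FRET and 100% = peptide-only background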
Starred values were filed as active, the others as inactive; / = not tested or not shown; [ ] = remark or other dose. A portion of the library, so the mix of outcomes need not match the whole.

SMILES	H69AR growth 86K	F-actin modifier	PTK2B oligo ant	HUVEC tox IL1B	HUVEC tox TNFa	VCAM1 TNFa inh	HUVEC prolif 384	Lung fibro prol	Smad3 inh
CC(C)(C)c1ccccc1OCCCCN1CCCC1	64	9	-0.21	7	12	10	78	84	-6
CC1C(C)C(O)(c2ccccc2)CCN1C (stereo not drawn)	98	10	-0.66	-15	-10	10	108	99	-19
CC(C)COc1ccc(C(=O)OC2CC(C)(C)OCC2CN(C)C)cc1 (stereo not drawn)	76	-17	0.18	-22	-35	6	84	102	0
Cc1ccc2c(Cl)cc(Cl)c(OCC(=O)NCc3ccco3)c2n1	52	/	/	-4	-33	4	83	87	2
CSCC[C@H](NC(=O)OC(C)(C)C)c1nnc(SCC=C(C)C)o1	96	-6	-0.21	-77	-22	4	104	103	9
CCCc1nn(-c2cc(Cl)ccc2OC)c2c1C(=O)CCC2	75	-11	/	8	-6	18	101	100	-6
O=c1c2c3c(sc2nc2n1CCCS2)CCCC3	85	-1	0.35	-27	-3	2	101	107	8
COc1ccc(C(C)NC(=O)c2ccoc2C)cc1OC (stereo not drawn)	94	-1	0.08	-141	-1	-1	107	105	-2
CC(C)(C)C1CCc2c(sc(NC(=O)C3CCCO3)c2C(N)=O)C1 (stereo not drawn)	/	-2	-1.2	-1	-17	-1	/	/	/
COc1ccc(CCNC(=O)CSc2nncn2N)cc1OC	98	7	0.16	4	16	17	105	106	-14
Cc1ccc(C(=O)C(NC(=O)c2ccco2)N2CCOCC2)cc1 (stereo not drawn)	84	13	0.11	-123	-11	19	98	105	-22
O=C(NC(CO)c1ccccc1)c1ccco1 (stereo not drawn)	92	7	-0.22	/	-20	-18	92	105	11
CC1(C)Cc2ccccc2C(NNC(=O)c2cccnc2)=N1	101	3	0.26	15	-14	3	97	103	-10
COCCn1nnnc1CN1CCC(NC(=O)Nc2cccc(OC)c2)CC1	101	24	0.04	-15	-7	16	101	110	-9
CCN(CC)CC#CCC(C)(c1ccccc1)c1ccccc1	/	9	-0.75	4	-1	-3	/	/	/
COC(=O)C1=C(C)NC(C)=C(C(=O)OC)C1c1ccc(OC(=O)c2ccco2)cc1	83	23	-0.73	-37	-26	11	92	96	-1
O=C(NCc1ccco1)c1sc2ccccc2c1Cl	88	3	0.29	-15	/	-6	103	109	1
Cc1cc(CC(C)C)n(-c2nc3ccccc3c(=O)n2OCC(=O)N(C)C)n1	/	1	2.1	-9	-11	-5	86	96	-1
Cc1nc2ncnn2c(C)c1CCC(=O)N1CCc2ccccc2C1	88	-5	0.12	-8	-24	9	87	108	-3
Nc1nc2nc(-c3ccccc3)cc(=O)n2[nH]1	103	27	0.03	5	-16	2	100	96	-1
CC(=O)c1c(N)c(C#N)c(C)n1-c1ccc(Br)cc1	/	1	-0.42	-11	3	-10	/	/	/
CC1CCCCN1C(=O)C12CCC(C)(C(=O)C1)C2(C)C (stereo not drawn)	/	-6	1.1	-5	-10	-10	/	/	/
O=c1oc2ccccc2cc1-c1cn2cccnc2n1	84	2	-0.6	3	-28	-10	93	95	2
COC(=O)c1sccc1OC(C)C(C)=O (stereo not drawn)	/	-6	0.39	14	-13	12	/	/	/
Cn1cccc1CNC1CCCCC1	/	12	0.29	-5	-14	6	/	/	/
CCN(CC)CCCNC(=O)c1cc(-c2ccc(Cl)cc2)on1	/	-11	2	22	-4	8	/	/	/
CC(=O)Nc1ccc(-c2cn3cccnc3n2)cc1	/	-51	0.58	7	9	-1	/	/	/
CCOC(=O)N1CCN(S(=O)(=O)c2cccc3nonc23)CC1	94	/	0.05	/	/	/	94	105	6
COc1ccc(CCn2nnnc2C(c2ccc(Cl)cc2)N2CCN(C)CC2)cc1OC (stereo not drawn)	84	0	-0.14	-4	-15	-5	90	91	1
CC(C)C(O)P(=O)(OCc1ccccc1)c1ccc(N(C)C)cc1 (stereo not drawn)	95	11	1.1	4	-56	12	94	97	-5
CCc1[nH]c(C)c(C(C)=O)c1C	95	9	-0.25	0	0	0	101	108	1
Cc1ccc(CC(=O)NCCS(=O)c2ccc(Cl)cc2)cc1 (stereo not drawn)	/	-12	-0.1	-1	26	8	/	/	/
Cc1cccc(OCC(=O)N2CCN(C(=O)Cc3ccccc3)CC2)c1	88	5	0.08	-6	-3	10	96	105	-11
CCOC(=O)CSc1nnc(NC(=O)c2cccc(S(=O)(=O)N3CCCCCC3)c2)s1	99	26	1.2	-4	-16	2	106	94	11
C[C@@H]1CCC[C@H](C)N1NC(=O)c1ccc(Cl)c(S(N)(=O)=O)c1	91	/	/	/	/	/	103	105	-2
CN(Cc1ccccc1)S(=O)(=O)c1ccc(NC(=S)NC(=O)C2CCCC2)cc1	/	6	-1.6	24	16	48*	/	/	/
O=C(COc1ccc2ccccc2c1Br)N1CCOCC1	98	15	1.2	-24	-27	2	101	106	0
O=C(NCc1ccc2c(c1)OCO2)c1ccc(Cl)c(S(=O)(=O)N2CCOCC2)c1	97	0	-0.56	-10	-15	-14	102	98	0
COc1ccc(CCNC(=O)c2ccc(CNc3c(N4CCOCC4)c(=O)c3=O)cc2)cc1OC	100	23	0.45	1	-14	3	103	103	17
CCOC(=O)c1nn(-c2ccc(F)cc2)c(-c2ccccc2)c1C(=O)c1ccccc1	/	/	-3.1*	15	27	8	/	/	/
O=C(Nc1nc(-c2cc3ccccc3oc2=O)cs1)c1ccco1	70	/	/	/	/	/	79	120	4
CN1CCN(CCCNC(=O)CCCOc2cc(=O)n(C)c3ccccc23)CC1	89	-3	1.1	13	-20	5	105	98	-14
CN(C)S(=O)(=O)Nc1ccc(C(=O)O)cc1	101	45	1	-26	1	9	86	103	0
CC1CCCC(C)N1C(=O)CSc1nnnn1Cc1ccccc1 (stereo not drawn)	97	11	0.76	3	-13	-7	101	98	7
C=CCSc1nnc2c(n1)OC(c1cccnc1)Nc1ccccc1-2 (stereo not drawn)	103	16	0.18	-20	-29	7	90	94	5
COc1cc(/C=N/N=C(/N)c2nonc2N)cc(Br)c1OCc1ccccc1C	61	0	0.71	-10	-4	3	51	52	3
CC(NC(=O)C(C)(C)C)c1nc2ccccc2n1C (stereo not drawn)	87	/	1.4	/	/	/	82	104	-3
Cc1[nH]nc2cn[nH]c12	81	-15	-0.61	16	10	21	81	100	-2
CCc1nc(N2CCCC2)c(C#N)c2c1CCCC2	109	3	0.6	-7	4	-4	97	101	-28
Cc1ccccc1NS(=O)(=O)c1ccc(OCC(=O)N2CCCC2)cc1	95	0	0.67	0	-5	2	87	94	8
Cc1onc(-c2ccccc2)c1C(=O)Nc1ccc(N2CCOCC2)cc1	/	-1	3	8	-20	-8	/	/	/
CN(Cc1c(O)ccc2c1oc(=O)c1ccccc12)C1CCCCC1	53	/	0.25	/	/	/	99	102	12[fluorescence artefact?]
O=C(NCCCn1ccnc1)c1ccc(Br)c(S(=O)(=O)N2CCOCC2)c1	100	21	-0.17	-7	-2	8	99	105	11[fluorescence artefact?]
CCCCOCCCn1cnc2c([nH]c3cc(OC)ccc32)c1=O	80	5	2.1	-31	0	-14	101	101	-1
CCCCCCCN1N=C(C)C(C(=O)c2ccccc2)C1=O (stereo not drawn)	/	-2	-0.34	16	-6	-16	/	/	/
CC(=O)N1CCc2c(sc(NC(=O)C3CC3)c2-c2nc3ccccc3s2)C1	50	/	/	/	/	/	70	88	-12
O=C(C/C=N/OCc1c(Cl)cccc1Cl)c1ccc(Cl)cc1	/	-1	1.6	6	3	-5	/	/	/
CCc1ccc(C(C)NC(=O)/C=C/c2ccc(Br)cc2)cc1 (stereo not drawn)	/	-16	-0.74	8	-30	-4	/	/	/
COc1ccc(C(=O)Nc2ccc(C)cn2)c(OC)c1	67	-5	-0.96	5	/	-20	102	87	-3
c1ccc2c(c1)CCN2CCN1CCc2ccccc21	83	/	-0.52	/	/	/	107	87	5

The list continues:
SMILES	H69AR growth 86K	F-actin modifier	PTK2B oligo ant	HUVEC tox IL1B	HUVEC tox TNFa	VCAM1 TNFa inh	HUVEC prolif 384	Lung fibro prol	Smad3 inh
Cc1nc(SC2CCOC2=O)c2c(C)c(C)sc2n1 (stereo not drawn)	/	-5	-0.07	13	-4	-16	/	/	/
Cc1cccc(C)c1OCC(=O)NCc1nnc(SCC(=O)NC2CCCCC2C)n1C (stereo not drawn)	101	-2	0.07	-20	-20	11	95	100	-6
O=C(Nc1cccc(Cl)c1)C1CCCN(S(=O)(=O)c2ccc(F)cc2)C1 (stereo not drawn)	29*	11	-0.24	14	1	2	75	95	5
Cc1c(NC(=O)CCC2CCCCC2)c(=O)n(-c2ccccc2)n1C	/	-12	1	-7	-6	5	/	/	/
COCCNC(=O)c1cnn2c1NC(c1ccco1)CC2C(F)(F)F (stereo not drawn)	102	28	-0.07	30	-1	-2	105	102	4
COc1ccc(C(=O)NCc2nnc(SCC(=O)NCc3ccc(F)cc3)o2)cc1	93	-25	0.51	16	4	13	88	98	-3
Cc1cccc(OCC(=O)NCc2ccncc2)c1C	/	0	/	-8	-21	11	/	/	/
COc1ccc(N2CC(=O)N(c3ccc(OC)c(OC)c3)CC2=O)cc1OC	96	/	0.15	/	/	/	109	103	1
O=C(CSc1nc(-c2ccccc2)nn1C(=O)c1ccccc1)Nc1cccc([N+](=O)[O-])c1	/	-6	-1.1	-25	-7	-5	/	/	/
O=C(C1CCCCC1)N(Cc1ccccc1)c1ccccn1	96	10	0.44	28	-24	10	88	98	1
Cc1cccc(NC(=O)c2cc(NC(=O)C3CCCCC3C(=O)O)ccc2Cl)n1 (stereo not drawn)	106	2	0.89	18	-1	-14	91	104	-2
CCc1ccccc1NC(=O)c1cc2ncc(Br)cn2n1	72	6	0.76	-7	-16	12	98	109	13
CCOC(=O)C(C(C)=O)C(c1ccc(OC)cc1)C(C(C)=O)C(=O)OCC (stereo not drawn)	/	11	-0.1	-7	3	4	/	/	/
COc1ccc(C(=O)Cn2c(N3CCOCC3)nc3ccccc32)cc1OC	91	/	/	/	/	/	99	100	7
Nc1nonc1C(=O)NCCNC(=O)c1cccs1	103	12	-0.65	-33	-19	-6	93	108	-19
CCOC(=O)N1CCC(NC(=O)Cn2nc(-c3ccccc3)ccc2=O)CC1	90	/	1.9	/	/	/	112	101	0
O=C(CCCSc1nc(-c2ccco2)cc(C(F)(F)F)n1)Nc1ccc2c(c1)OCO2	83	8	0.47	-17	-26	-40	77	102	6
